AI-2 QS mod: modulators of Vibrio harveyi AI-2 quorum sensing system | activity change, % at 7.5 µM | Vibrio harveyi JMH597 AI-2 luminescence/OD600 ratio, 9 h; stronger effect = lower value; strain lacks LuxN and CqsS sensors; 0 = neutral-control median | 0.4% of 300,000 active; in the data active = activity change below about -75%, passing the limit was not always enough; inconclusive = no clear call, values can overlap the other calls;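 also: luminescence divided by OD600 gain over 9 h not by final OD600 alone; inactives centre near 13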
Platelet DG rel: platelet dense granule release activity; human platelet-rich plasma, SFLLRN dense granule ATP release, luminescence; inhibition, %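 (compounds screened at 7.5 µM in platelet-rich plasma)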; 0.22% of 300,000 active;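 active = mean replicate score, as percent of positive control, at or above 50; inconclusive = mean below 50 but at least one replicate at or above 50; inactive = mean and every replicate below 50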
DYRK1A inh: Dyrk1A (rat) kinase inhibition | 0.43% of 310,000 active | AID 504441 | inhibition, % at 12.5 µM | ADP-Glo luminescence, NFATc1 peptide | Q63470; in the data active = inhibition above about 50%;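 also: plate controls were vehicle with enzyme for no effect and no enzyme for full effect; many of its hits are not listed in these tables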
HSP90 refold inh: HSP90 refolding inhibition in rabbit reticulocyte lysate. luciferase refolding luminescence, 3 h. inhibition, % at 5.6 µM. AID 1789. 0.91% of 290,000 active;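 active = inhibition above the screen-wide mean plus 3 SD, computed separately per campaign, cut at about 16% in these data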;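 also: 0% = DMSO wells and 100% = 60 µM geldanamycin wells; inhibitors lower the luminescence because luciferase stays unfolded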
GSK3beta inhib: human GSK3beta kinase inhibition. GST-GSK3beta kinase, ADP-Glo luminescence, 60 min; stronger effect = lower value. activity score (negative = inhibition), % at 10 µM. 0.038% of 300,000 active;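 active = more than half of replicate wells score below -50%, meaning over 50% inhibition versus plate controls; inconclusive = some replicates but at most half score below -50%; inactive = no replicate scores below -50%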;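 also: 0% = median DMSO wells and -100% = median GW8510 positive control wells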
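Test system – GST-tagged human GSK3beta kinase, cell-free · Incubation – 60 min enzyme reaction, room temperature · Signal – ADP-Glo luminescence · Also added – peptide substrate and ATP at 25 µM · Controls – DMSO neutral wells and GW8510 at 20 µM as positive · Buffer or medium – Tris/MgCl2 kinase buffer · Measure – Luminescence-derived activity versus plate DMSO and GW8510 wells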
HSF-1 act: increases HSF-1 driven luciferase reporter signal; activation, % at 9 µM; 1.7% of 300,000 active; NIH3T3-HGL HSF-1 luciferase reporter, MG132, 8 h; 100% = twice DMSO control signal;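 active = mean replicate activation of at least 50% with a set share of replicates each reaching 50%; inconclusive = only one of those two conditions met; inactive = mean below 50% and too few replicates reaching it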;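 also: 0% = median of the neutral control wells and 100% = twice that signal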
PolyA inhibitor: yeast polyadenylation inhibition. S. cerevisiae SKY197-pL101 polyadenylation reporter, beta-gal luminescence; efflux-impaired pdr1/pdr3 knockout yeast; score 100 = 6 SD above DMSO. 0.02% of 300,000 active. calls only at 12 µM;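 active = lowest replicate activity score at least 50, where 100 means six control SD above control mean; inconclusive = lowest score under 50 but half or more replicates reach 50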;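 also: yeast exposed to compound for 9 h at 30 °C; higher score means more reporter readthrough which indicates perturbed polyadenylation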
HSF1 inhib: HSF1 inhibition. 0.77% of 300,000 active. AID 2098. NIH3T3-HGL HSE-luciferase, MG132-induced, luminescence 8 h; stronger effect = lower value. activity change, negative = inhibition, % at 7.5 µM (by protocol);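 active = more than half of replicate wells show activity change below -50%, luminescence cut by over half; inconclusive = some wells, but at most half, below -50%; inactive = no replicate well below -50%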;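 also: luciferase reports HSF-1 transcriptional activity via heat shock element; 0% = median of DMSO wells and -100% = zero luminescence signal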
HDAC3 inh: human HDAC3 inhibition | O15379 | recombinant HDAC3, fluorogenic peptide/trypsin coupled, fluorescence | inhibition, % at 8.3 µM | 0.15% of 320,000 active | AID 2718; in the data active = inhibition above about 26%, passing the limit was not always enough; inconclusive = no clear call, values can overlap the other calls
Target sequence (O15379 whole entry, looked up): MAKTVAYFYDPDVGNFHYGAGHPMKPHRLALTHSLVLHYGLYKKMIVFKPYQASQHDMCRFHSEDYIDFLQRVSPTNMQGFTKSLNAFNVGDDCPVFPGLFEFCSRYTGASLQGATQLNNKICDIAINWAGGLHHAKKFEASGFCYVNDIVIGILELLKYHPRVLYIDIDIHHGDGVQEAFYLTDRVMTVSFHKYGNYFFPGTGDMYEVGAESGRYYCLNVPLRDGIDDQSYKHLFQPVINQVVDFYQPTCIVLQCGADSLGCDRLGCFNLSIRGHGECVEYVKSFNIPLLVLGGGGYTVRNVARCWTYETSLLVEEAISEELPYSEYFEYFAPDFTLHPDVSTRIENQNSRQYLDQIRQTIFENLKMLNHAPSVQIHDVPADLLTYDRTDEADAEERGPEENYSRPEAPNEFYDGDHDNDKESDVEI
GSK3 alpha inh: blocks human GSK-3 alpha kinase; P49840; ADP-Glo luminescence, 60 min; inhibition, % at 10 µM; 0.1% of 320,000 active; AID 2650;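 in the data active = inhibition above about 50%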;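 also: GST-tagged GSK-3 alpha with peptide substrate and 25 µM ATP; 0% = DMSO neutral wells and 100% = GW8510 positive control wells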
Target sequence (P49840 whole entry, looked up): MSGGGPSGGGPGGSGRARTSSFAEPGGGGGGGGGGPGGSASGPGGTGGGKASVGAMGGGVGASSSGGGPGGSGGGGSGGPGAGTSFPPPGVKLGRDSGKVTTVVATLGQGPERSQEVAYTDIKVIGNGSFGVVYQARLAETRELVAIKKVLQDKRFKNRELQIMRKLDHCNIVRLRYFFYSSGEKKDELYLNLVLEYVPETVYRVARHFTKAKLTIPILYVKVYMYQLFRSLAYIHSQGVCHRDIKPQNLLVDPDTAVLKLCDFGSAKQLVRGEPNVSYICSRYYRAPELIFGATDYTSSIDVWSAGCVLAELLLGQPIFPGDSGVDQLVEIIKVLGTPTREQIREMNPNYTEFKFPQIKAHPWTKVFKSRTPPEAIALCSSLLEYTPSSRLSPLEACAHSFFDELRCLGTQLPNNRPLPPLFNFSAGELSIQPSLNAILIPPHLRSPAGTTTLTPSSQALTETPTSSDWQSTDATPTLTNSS
An asterisk follows results filed as active; i = inactive; ? = inconclusive; nt = not tested or not shown. These rows are one share of the data; the hit share may differ from the screen's.

SMILES	AI-2 QS mod	Platelet DG rel	DYRK1A inh	HSP90 refold inh	GSK3beta inhib	HSF-1 act	PolyA inhibitor	HSF1 inhib	HDAC3 inh	GSK3 alpha inh
CCOC(=O)c1c(/N=C/N(C)C)sc(/C=N/Nc2ccccc2)c1-c1ccc(Cl)cc1	18	-4	1	-1	0	-9	i	-9	3	-1
Cc1ccc(C(C(=O)NC2CCCC2)N(Cc2ccc3c(c2)OCO3)C(=O)Cc2cccs2)cc1 (stereo not drawn)	7	-1	5	2	-3	17	i	6	-9	-1
C=CCOc1ccc(CNn2nnnc2N)cc1	-1	-5	-5	1	5	-1	i	-4	0	-5
O=C1C2C3c4ccccc4C(Br)(c4ccccc43)C2C(=O)N1c1ccccc1O (stereo not drawn)	16	21	-5	-3	2	22	i	7	-2	-4
Cc1ccc(-c2nn3c(C)nnc3s2)cc1NC(=O)c1ccc(Br)o1	4	0	-2	1	4	2	i	3	-1	2
COC(=O)[C@@H](Cc1ccc(O)cc1)NC(=O)[C@H]1CCC(=O)N1C(=O)OCc1ccccc1	36	0	24	0	0	2	i	2	2	0
O=C(O)c1ccccc1NCc1ccsc1	-4	1	3	1	0	7	i	-9	-9	-3
CCN1CCN(CCC(=O)Nc2cc(C)ccc2C)CC1	1	-4	nt	5	-3	-2	i	-1	5	-1
C=CCOC(=O)c1sc(NC(=O)c2ccc(OC)cc2)nc1C	32	0	nt	55*	0	19	i	-9	6	2
O=C(NC(=S)Nc1ccccc1Cl)C1CC1	-32	-22	nt	0	-3	0	i	4	3	13
C/C(=C\c1ccco1)C1C(C#N)=C(N)Oc2n[nH]c(-c3ccccc3)c21 (stereo not drawn)	11	5	13	-1	6	22	i	3	4	nt
CCCNS(=O)(=O)c1ccc(NC(=O)Cc2cccs2)cc1	-4	-2	9	2	0	3	i	-1	4	-1
COc1ccc(Cl)cc1N1C(=O)[C@@H]2C(c3cccc(OC)c3OC)=NO[C@@H]2C1=O	7	-7	-1	1	-1	-10	i	2	0	-4
CC(C)(C)C1CCC(OC(=O)C[N+]2(C)CCCCC2)CC1 (stereo not drawn)	22	-7	6	-1	2	-9	i	-8	-1	0
N#CC1=C(N)Oc2n[nH]c(-c3ccc(F)cc3)c2C1c1cccc(OC(=O)N2CCOCC2)c1 (stereo not drawn)	10	7	3	10	-11	4	i	6	5	8
CCCn1nc(C(=O)NNC(=O)C2CSC3(C)CCC(=O)N23)c2ccccc2c1=O (stereo not drawn)	12	4	8	nt	0	8	i	-3	nt	-2
Cc1ccccc1NC(=O)N1C2CCCC1CC(NC(=O)C1CC1)C2 (stereo not drawn)	9	14	2	-2	0	-76	i	-70*	3	-1
COc1ccc(CNC(=O)C2CC(c3ccccc3[N+](=O)[O-])=NO2)cc1 (stereo not drawn)	35	-3	12	-9	-1	10	i	1	6	2
COCCCNc1nc2nonc2nc1N(C)CC1CCCN1C (stereo not drawn)	8	31	nt	3	1	-12	i	-7	1	-2
COc1ccc(C(=O)c2coc(-c3ccccc3C(=O)O)c2C(=O)O)cc1	12	-1	1	0	1	-12	i	-5	-11	-3

An excerpt from above in order of count of non-hydrogen atoms, rising.
SMILES	AI-2 QS mod	Platelet DG rel	DYRK1A inh	HSP90 refold inh	GSK3beta inhib	HSF-1 act	PolyA inhibitor	HSF1 inhib	HDAC3 inh	GSK3 alpha inh
O=C(NC(=S)Nc1ccccc1Cl)C1CC1	-32	-22	nt	0	-3	0	i	4	3	13
CC(C)(C)C1CCC(OC(=O)C[N+]2(C)CCCCC2)CC1 (stereo not drawn)	22	-7	6	-1	2	-9	i	-8	-1	0
C=CCOC(=O)c1sc(NC(=O)c2ccc(OC)cc2)nc1C	32	0	nt	55*	0	19	i	-9	6	2
COCCCNc1nc2nonc2nc1N(C)CC1CCCN1C (stereo not drawn)	8	31	nt	3	1	-12	i	-7	1	-2
Cc1ccc(-c2nn3c(C)nnc3s2)cc1NC(=O)c1ccc(Br)o1	4	0	-2	1	4	2	i	3	-1	2
COc1ccc(CNC(=O)C2CC(c3ccccc3[N+](=O)[O-])=NO2)cc1 (stereo not drawn)	35	-3	12	-9	-1	10	i	1	6	2
COc1ccc(C(=O)c2coc(-c3ccccc3C(=O)O)c2C(=O)O)cc1	12	-1	1	0	1	-12	i	-5	-11	-3
O=C1C2C3c4ccccc4C(Br)(c4ccccc43)C2C(=O)N1c1ccccc1O (stereo not drawn)	16	21	-5	-3	2	22	i	7	-2	-4
CCCn1nc(C(=O)NNC(=O)C2CSC3(C)CCC(=O)N23)c2ccccc2c1=O (stereo not drawn)	12	4	8	nt	0	8	i	-3	nt	-2
CCOC(=O)c1c(/N=C/N(C)C)sc(/C=N/Nc2ccccc2)c1-c1ccc(Cl)cc1	18	-4	1	-1	0	-9	i	-9	3	-1
COC(=O)[C@@H](Cc1ccc(O)cc1)NC(=O)[C@H]1CCC(=O)N1C(=O)OCc1ccccc1	36	0	24	0	0	2	i	2	2	0
N#CC1=C(N)Oc2n[nH]c(-c3ccc(F)cc3)c2C1c1cccc(OC(=O)N2CCOCC2)c1 (stereo not drawn)	10	7	3	10	-11	4	i	6	5	8

Following part
SMILES	AI-2 QS mod	Platelet DG rel	DYRK1A inh	HSP90 refold inh	GSK3beta inhib	HSF-1 act	PolyA inhibitor	HSF1 inhib	HDAC3 inh	GSK3 alpha inh
CCN1CCN(C(c2cccs2)C(C)NC(=O)C(C)C)CC1 (stereo not drawn)	5	5	-1	-7	1	-21	i	-5	0	0
Cc1ccc(N2C(=O)Nc3cc(Cl)c(Cl)cc3N2O)cc1Cl	8	-6	1	2	2	13	i	12	2	-4
O=C(c1ccco1)N1CCC(c2nc3c(nnn3Cc3ccc(F)cc3)c(=O)[nH]2)CC1	nt	11	-6	1	nt	9	i	-2	4	4
Cc1cc(C(=O)CN2C(=O)C(=O)N(Cc3ccccc3)C2=O)c(C)n1CC1COc2ccccc2O1 (stereo not drawn)	25	6	-2	1	0	12	i	1	-3	0
O=C(Nc1ccncc1)c1ccc(Cl)c(Cl)c1	-1	7	22	-1	-3	5	i	3	4	1
CCOCCCNC(=O)Cc1ccc(F)cc1	4	-6	nt	-1	1	12	i	-8	-9	-1
CCCC(=O)Nc1nc2ccc(NC(=O)c3c(F)c(F)c(OC)c(F)c3F)cc2s1	20	7	-19	0	-4	-11	i	-4	9	-4
Cc1ccccc1C1c2[nH]c3ccccc3c2CCN1Cc1cccn1-c1ncccn1 (stereo not drawn)	15	-3	1	5	2	-10	i	-1	-6	0
COC(=O)c1ccc(CSc2n[nH]c(-c3ccccc3)n2)o1	7	0	-1	-3	1	-9	i	-6	4	-2
CC1=C(C(=O)OC(C)(C)C)C(c2ccco2)C(C#N)=C(N)O1 (stereo not drawn)	11	3	-3	-4	3	-11	i	-3	-1	-2
CCOc1cnc(-c2c(-c3c(F)cccc3Cl)noc2C)o1	5	-1	-1	-5	0	-2	i	5	2	-1
CCC(C)(NC(=O)c1ccccn1)C(=O)NC1CCCC1 (stereo not drawn)	14	4	-4	-2	0	10	i	0	0	0
COc1cccc(Cn2cccc(NC(=O)NC3CCCCC3)c2=O)c1	23	-1	1	2	0	-7	i	1	0	-1
O=C(NCC1CCCO1)c1ccc2c(c1)ncn2-c1cccc(F)c1 (stereo not drawn)	-4	-4	1	2	1	21	i	-3	3	0
COc1cc(C(=O)N(C)CC(=O)Nc2cccc(F)c2)ccc1OCc1ccccc1	18	19	6	nt	2	4	i	4	2	-3
CCNc1nc(OCCNS(=O)(=O)c2cc(C)ccc2C)nc(N(C)C)n1	15	3	3	0	2	12	i	6	-1	1
Cc1ccc(NC(=O)CN(C)C(C)C(=O)Nc2ccc(S(=O)(=O)N3CCCC3)cc2)cc1 (stereo not drawn)	4	15	-20	nt	2	13	i	6	?	1
CCN(CC)S(=O)(=O)c1cccc(NC(=O)COC(=O)c2n[nH]c(=O)c3ccccc23)c1	5	-9	5	6	-5	-13	i	-5	-1	6
COc1ccc(N2CCN(C(=S)Nc3cccc(C)c3C)CC2)cc1	15	1	18	1	2	-4	i	-7	18	-2
CCCCCC(=O)NNC(=S)NC(=O)c1cccc([N+](=O)[O-])c1	-21	-12	-2	-1	6	3	i	-2	0	-1
COc1ccc(/C=N/n2c(N)nc(-c3ccccc3)c2-c2ccccc2)cc1	-8	23	-5	-1	0	-8	i	-8	13	1
O=C(CCCCCN1C(=O)c2ccccc2C1=O)NCc1ccco1	19	-7	-1	-1	-3	-12	i	4	-8	0
Cc1ccc(N2CN=C(c3ccccc3)NC2=S)cc1	14	2	-13	4	0	9	i	15	4	-1
COc1cc(OC)c(C(=O)NCCCN2CCOCC2)cc1OC	-11	3	-5	-1	2	-3	i	-2	0	1
O=C1C=C(c2cccs2)CC(c2cccs2)C1n1cnc([N+](=O)[O-])c1 (stereo not drawn)	16	-4	-3	-6	4	-6	i	-5	-1	-1
O=C(O)c1ccc(N2C(=O)C3ON(c4ccccc4)C(c4ccccc4F)C3C2=O)cc1 (stereo not drawn)	25	-5	-7	1	-1	12	i	5	-1	-5
COc1ccc(C)cc1NC(=O)CSc1nnc2ccc(-c3ccncc3)nn12	16	11	12	nt	-3	-2	i	-3	4	0
Cc1ccc(N2C(=O)Cc3ccccc3C2=O)cc1	25	-4	0	2	-3	7	i	-4	0	2
CCOc1ccc(C2=C(C=Nc3c(C)n(C)n(-c4ccccc4)c3=O)C(c3ccc(F)cc3)c3ccccc3O2)cc1 (stereo not drawn)	14	0	-2	-1	-5	-11	i	-6	-4	0
CN(C)c1ccc(C(CNS(=O)(=O)c2ccc(F)cc2)c2c[nH]c3ccccc23)cc1 (stereo not drawn)	11	-11	-1	1	3	27	i	1	-3	0
O=C(CS(=O)c1cccc(Cl)c1)Nc1ccccc1Cl (stereo not drawn)	17	2	-12	1	-2	29	i	3	3	1
CCN(CC)S(=O)(=O)c1ccc(C(=O)NCC(=O)NC2CC2)cc1	30	2	-11	nt	-1	-4	i	11	-7	1
O=c1[nH]c(CN(CCc2ccccc2)S(=O)(=O)c2ccc(Cl)cc2)nc2ccccc12	21	-1	1	-3	1	14	i	16	nt	nt
CN(C)CCNC(=O)c1ccccc1-c1cc2ccccc2c(=O)o1	12	6	-2	4	6	3	i	-9	-3	1
COc1cc(CC(=O)NCCCc2ccccc2)cc(OC)c1OC	nt	0	1	-1	nt	6	i	1	-1	-2
CCN(CC)S(=O)(=O)c1ccc(OC)c(NC(=O)CC2CCCC2)c1	nt	-5	-1	-4	nt	19	i	-2	-5	-3
